# Screens from PubChem BioAssay.
# KCNK3 inh = human KCNK3 channel inhibition, primary screen; AID 602410; O14649; B-score at 10 µM; 340,000 compounds, 0.84% hits; CHO-KCNK3 thallium flux, FluxOR fluorescence; stronger effect = lower value;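 active = B-score under library mean minus 4 SD, starting fluorescence ratio at most library mean plus 5 SD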;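 note: more negative B-score means stronger inhibition of thallium flux through KCNK3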
# KCNK9 inh = inhibitors of human KCNK9 two-pore domain potassium channel. Q9NPC2. HEK293 KCNK9, FluxOR thallium flux fluorescence; stronger effect = lower value. B-score at 10 µM. 310,000 compounds, 1.2% hits. AID 488922;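 active = ratio B-score over 3 SD below the library mean, with starting fluorescence within 5 SD of its mean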;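 note: negative B-score means less thallium flux so channel inhibition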
# hERG protect = hERG (human) protection from proarrhythmic block; 310,000 compounds, 0.51% hits; activation (rescue from dofetilide block), less the hit threshold, % at 10 µM; CHO-hERG, FluxOR thallium flux, dofetilide IC70 present; Q12809; AID 1511;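 active = activation above the mean of controls blocked by dofetilide plus 5 SD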;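 note: thallium influx through hERG after potassium depolarization seen as dye fluorescence rise; in these data hits start at about 4.7%; inactives centre near -7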
# TRPC4 act = activators of mouse TRPC4 channel | Q9QUQ5 | B-score at 10 µM | AID 2237 | 310,000 compounds, 0.49% hits | HEK293 TRPC4beta/mu-opioid, Fluo4 calcium fluorescence; stronger effect = higher value;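 active = B-score above 5 SD of library B-scores, and initial fluorescence ratio not above library mean plus 5 SD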;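 note: positive B-score marks a calcium rise read as TRPC4 activation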
# Target sequence (Q9QUQ5 whole entry, looked up): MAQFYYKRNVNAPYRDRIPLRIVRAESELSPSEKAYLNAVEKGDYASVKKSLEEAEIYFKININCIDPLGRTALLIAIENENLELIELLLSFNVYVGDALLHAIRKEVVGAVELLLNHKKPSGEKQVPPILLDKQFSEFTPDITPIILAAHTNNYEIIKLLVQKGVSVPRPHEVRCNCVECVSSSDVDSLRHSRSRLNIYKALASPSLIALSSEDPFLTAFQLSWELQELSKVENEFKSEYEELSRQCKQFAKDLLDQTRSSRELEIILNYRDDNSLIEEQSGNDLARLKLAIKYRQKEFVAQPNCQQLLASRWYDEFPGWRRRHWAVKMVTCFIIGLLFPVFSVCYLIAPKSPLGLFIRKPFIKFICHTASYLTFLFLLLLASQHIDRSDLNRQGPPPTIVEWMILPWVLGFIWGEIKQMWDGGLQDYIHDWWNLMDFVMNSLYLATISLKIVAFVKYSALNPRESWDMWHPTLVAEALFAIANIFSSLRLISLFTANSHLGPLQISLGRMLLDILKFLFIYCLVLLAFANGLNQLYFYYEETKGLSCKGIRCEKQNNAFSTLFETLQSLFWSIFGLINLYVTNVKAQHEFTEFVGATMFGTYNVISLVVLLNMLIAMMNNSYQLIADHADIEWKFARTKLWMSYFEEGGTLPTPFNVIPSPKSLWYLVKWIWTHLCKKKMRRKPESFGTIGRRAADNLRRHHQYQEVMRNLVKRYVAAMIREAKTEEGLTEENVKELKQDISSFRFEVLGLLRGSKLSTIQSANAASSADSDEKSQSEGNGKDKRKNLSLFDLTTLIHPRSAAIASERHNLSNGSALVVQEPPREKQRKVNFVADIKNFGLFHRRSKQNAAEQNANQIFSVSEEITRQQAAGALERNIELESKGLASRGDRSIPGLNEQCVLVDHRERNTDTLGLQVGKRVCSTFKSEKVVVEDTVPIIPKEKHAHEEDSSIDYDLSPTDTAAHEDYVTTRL
#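 Incubation: 45 min room-temperature Fluo4 loading, 110 s read / System: HEK293 cells stably co-expressing mouse TRPC4beta and mu-opioid receptor / Signal: Fluo4 fluorescence, kinetic / Control set: buffer (low) and maximal DAMGO (high) / Measure: integrated baseline-normalised fluorescence ratio, converted to per-well B score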
# Platelet DG rel = modulates dense granule release in human platelets. inhibition, %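 (compounds screened at 7.5 µM in platelet-rich plasma)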. human platelet-rich plasma, SFLLRN dense granule ATP release, luminescence. AID 1663. 300,000 compounds, 0.22% hits;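 active = mean replicate score, as percent of positive control, at or above 50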
# TRPC4 block = inhibitors of mouse TRPC4 channel. Q9QUQ5. HEK293 TRPC4beta/mu-opioid, DAMGO-evoked Fluo4 calcium flux; stronger effect = lower value. B-score at 10 µM. 300,000 compounds, 0.39% hits;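 active = B-score over 3 SD under the library average, no early fluorescence shift, positive overall ratio signal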
#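 Assay system – HEK293 line stably carrying TRPC4beta and mu-opioid receptor · Doses – single dose · Detection – Fluo4 calcium-dye fluorescence, kinetic read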
# Dyrk1A ADPGlo = blocks rat Dyrk1A kinase activity; Q63470; ADP-Glo luminescence, NFATc1 peptide; inhibition, % at 12.5 µM; 310,000 compounds, 0.43% hits; AID 504441; in the data active = inhibition above about 50%;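 note: plate controls were vehicle with enzyme for no effect and no enzyme for full effect; many of its hits are not listed in these tables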
# PolyA inhibitor = inhibitors of polyadenylation in S. cerevisiae. AID 1875. calls only at 12 µM. 300,000 compounds, 0.02% hits. S. cerevisiae SKY197-pL101 polyadenylation reporter, beta-gal luminescence; efflux-impaired pdr1/pdr3 knockout yeast; score 100 = 6 SD above DMSO;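 active = lowest replicate activity score at least 50, where 100 means six control SD above control mean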;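 note: yeast exposed to compound for 9 h at 30 °C; higher score means more reporter readthrough which indicates perturbed polyadenylation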
# KCNQ1 inh = human KCNQ1 channel inhibition | P51787 | CHO-K1 KCNQ1, FluxOR thallium flux fluorescence; stronger effect = higher value | B-score at 10 µM | 310,000 compounds, 1.3% hits | AID 2642;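 active = compounds whose thallium flux B-score, printed positive for inhibition, exceeds three library SD while starting fluorescence stays within three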;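 note: channel opened by potassium depolarization with thallium stimulus after 20 min compound exposure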
# KCNQ1 act = human KCNQ1 channel potentiation or activation; P51787; CHO-K1 KCNQ1, thallium flux FluxOR fluorescence; stronger effect = higher value; B-score at 10 µM; 310,000 compounds, 0.35% hits; AID 2648;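 active = fluorescence ratio B-score, a plate-corrected score, at least three library SD, with initial intensity B-score within 5 SD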
#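 Doses: Single concentration per compound, DMSO matched to controls | Test system: KCNQ1-transfected CHO-K1 cells | Timing: 90 min dye loading and 20 min compound exposure, both at room temperature | Measured by: Kinetic FluxOR thallium fluorescence, 10-s 1-Hz baseline, 110-s post-stimulus read | Medium: Assay buffer with matched DMSO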
# TRPC4 potent = TRPC4 (mouse) allosteric potentiation | Q9QUQ5 | HEK293 TRPC4beta/mu-opioid, DAMGO EC20, Fluo-4 Ca2+ flux; stronger effect = higher value | 310,000 compounds, 0.42% hits | B-score at 10 µM;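 active = B-score of calcium response area above 5 SD of library B-scores, with initial fluorescence ratio within 5 SD of library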;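 note: B-score of integrated fluorescence ratio over time as area under calcium response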
# * hit, by the source's call; i = inactive; . = not tested or not shown.
Structure	KCNK3 inh	KCNK9 inh	hERG protect	TRPC4 act	Platelet DG rel	TRPC4 block	Dyrk1A ADPGlo	PolyA inhibitor	KCNQ1 inh	KCNQ1 act	TRPC4 potent
Cc1ccc(OCC(=O)N/N=C/c2cn(C)c3ccccc23)cc1	i	i	-10	i	2	i	.	i	i	i	i
CC(C)Cn1c(SCC(=O)N2CCCc3ccccc32)nc2ccccc2c1=O	.	i	-10	i	1	i	.	i	6*	i	i
COc1ccc(CN2CCN(C(=O)c3cccc4ccccc34)CC2)c(OC)c1OC	i	i	-8	i	11	i	-5	i	i	i	i
CCOC(=O)C/C(C)=N\Nc1ccc([N+](=O)[O-])cc1[N+](=O)[O-]	i	i	-10	i	-4	i	1	i	i	i	i
CC(C(=O)O)N1CCCCC1 (configuration not stated)	i	i	-4	i	0	i	-1	i	i	i	i
COc1ccc(CN2C(=O)C(C)S/C2=N/N=C/c2ccco2)cc1 (configuration not stated)	i	i	-9	i	14	i	.	i	i	i	i
COc1ccccc1OCC(=O)c1[nH]c(C)c(C(C)=O)c1C	i	i	-24	i	-1	i	-8	i	i	i	i
Cc1cc(C)c(S(=O)(=O)N2CCCC2=O)c(C)c1	i	i	-8	i	11	i	-4	i	i	i	i
CCOc1ccccc1C(=O)N(C)Cc1cc2cc(OC)ccc2[nH]c1=O	i	i	-9	i	-9	i	38	i	i	i	i
COc1cc(/C=C2\CCc3c2nc2ccccc2c3C(=O)O)cc(OC)c1OC	i	i	-9	i	-12	i	3	i	i	i	i
CSc1nsc(SC)c1C(=O)NC(=O)Nc1cccnc1	i	i	-9	i	.	i	.	i	i	i	i
COc1ccc(-n2ncc3c2CC(C)(C)CC3NC(=O)CCC2=NNC(=O)CC2)cc1 (configuration not stated)	i	i	-7	i	-8	i	0	i	i	i	i
O=[N+]([O-])c1ccc(NCCCNS(=O)(=O)c2ccccc2)c(Cl)c1	i	i	-12	i	9	i	5	i	i	i	i
O=S(=O)(c1cccc(F)c1)N1CCN(C(=S)NCc2ccccc2)CC1	i	i	-14	i	3	i	5	i	i	i	i
C/C(O)=c1/c(=O)nc2cccc3c2=c1c1ccccc1c3=O	i	i	-2	i	9	i	-1	i	i	i	i
Cn1c(SCC(=O)NCC2CCCO2)nnc1-c1c[nH]c2ccccc12 (configuration not stated)	i	i	-13	i	0	i	4	i	i	i	i
CCC(C(=O)OC)n1cnc2c(cnn2-c2ccc(Cl)cc2)c1=O (configuration not stated)	i	i	-1	i	7	i	3	i	i	i	i
O=C(COC(=O)/C=C/c1cccc([N+](=O)[O-])c1)NCc1ccco1	i	i	-5	i	-2	i	-7	i	i	i	i
O=C(O)CC/C(=N/NC(=O)CNC(=O)Cc1ccccc1)c1ccccc1	i	i	-19	i	15	i	0	i	i	i	i
COc1ccc(-c2csc3ncn(CC(=O)N4CCOCC4)c(=O)c23)cc1	i	i	-2	i	-1	i	25	i	i	i	i
CC(=O)Nc1ccc(S(=O)(=O)c2ccc(N)cc2)cc1	i	i	-2	i	2	i	2	i	i	i	i
COc1ccc(/C=N/NC(=S)NCC2CCCO2)cc1 (configuration not stated)	i	i	-8	i	1	i	19	i	i	i	i
Cc1ccc(OC(=O)COc2ccccc2)c(-n2nc3ccccc3n2)c1	i	i	-5	i	16	i	4	i	i	i	i
Cc1ccc(SCc2ccc(C(=O)NCc3cccnc3)cc2)cc1	i	i	-7	i	4	i	-1	i	i	i	i

# 2 entries from above, with each value named:
> C/C(O)=c1/c(=O)nc2cccc3c2=c1c1ccccc1c3=O
  KCNK3 inh: i
  KCNK9 inh: i
  hERG protect: -2
  TRPC4 act: i
  Platelet DG rel: 9
  TRPC4 block: i
  Dyrk1A ADPGlo: -1
  PolyA inhibitor: i
  KCNQ1 inh: i
  KCNQ1 act: i
  TRPC4 potent: i

> CC(C)Cn1c(SCC(=O)N2CCCc3ccccc32)nc2ccccc2c1=O
  KCNK3 inh: .
  KCNK9 inh: i
  hERG protect: -10
  TRPC4 act: i
  Platelet DG rel: 1
  TRPC4 block: i
  Dyrk1A ADPGlo: .
  PolyA inhibitor: i
  KCNQ1 inh: 6*
  KCNQ1 act: i
  TRPC4 potent: i

# (list continues)
Structure	KCNK3 inh	KCNK9 inh	hERG protect	TRPC4 act	Platelet DG rel	TRPC4 block	Dyrk1A ADPGlo	PolyA inhibitor	KCNQ1 inh	KCNQ1 act	TRPC4 potent
N#Cc1c(Cl)nsc1NCCN1CCOCC1	i	i	-2	i	0	i	-1	i	i	i	i
CCN1C(=O)C(CC(=O)Nc2ccc(F)cc2)N(Cc2ccco2)C1=S (configuration not stated)	i	i	-10	i	8	i	.	i	i	i	i
COc1cccc(-c2cc3nc4c(c(N5CCC6(CC5)OCCO6)n3n2)CCCC4)c1	i	-9.2*	-5	i	-5	i	.	i	i	i	i
Cc1ccc(OCCC(=O)OCC(=O)Nc2ccc(C)cc2Cl)cc1	i	i	-5	i	-2	i	1	i	i	i	i
COCCCNC(=O)CN1C(=O)CSc2ccc(S(=O)(=O)N3CCOCC3)cc21	i	i	-6	i	2	i	-3	i	i	i	i
CN1CCN(c2ccc([N+](=O)[O-])cc2/C=N/NC(=O)c2ccc(F)cc2)CC1	i	i	-13	i	-11	i	3	i	i	i	i
CNC(=S)NNC(=O)c1ccc(C(C)(C)C)cc1	i	i	-2	i	14	i	-7	i	i	i	i
COc1cccc(C(=O)COC(=O)C(C)N2C(=O)c3ccccc3C2=O)c1 (configuration not stated)	i	i	-7	i	-5	i	3	i	i	i	i
COCCN1C(=O)N[C@@H](c2cccc(C(F)(F)F)c2)[C@H](C(=O)OC)[C@H]1C	i	i	-4	i	12	i	3	i	i	i	i
O=C(Nc1ccccc1)C1=C[C@@H](c2coc3ccccc3c2=O)C[C@@H](OCc2ccc(CO)cc2)O1	i	i	-12	i	-2	i	10	i	i	i	i
COc1ccccc1C1C(C#N)=C(N)Oc2c1c(-c1ccccc1)nn2-c1ccccc1 (configuration not stated)	i	i	-6	i	0	i	-11	i	i	i	i
O=c1c2ccccc2nc2n1C(CSCc1ccccc1)CS2 (configuration not stated)	i	i	-8	i	-1	i	6	i	i	i	i
COc1ccc(N2CCN(c3nc4c(c(=O)n(C)c(=O)n4C)n3CCCc3ccccc3)CC2)cc1	i	i	-4	i	-1	i	-3	i	i	i	i
Cc1noc(C)c1COC(=O)CN(C)S(=O)(=O)c1ccc(Cl)cc1	i	i	-2	i	2	i	1	i	i	i	i
O=C(c1ccc(Cl)c(S(=O)(=O)N2CCOCC2)c1)N1CCCCCC1	i	i	-9	i	4	i	1	i	i	i	i
CC1S/C(=N/N=C/c2ccco2)N(Cc2ccc(F)cc2)C1=O (configuration not stated)	i	i	-7	i	1	i	.	i	i	i	i
CC(C)(C)c1ccc(-c2noc(-c3ccno3)n2)cc1	i	i	-1	i	2	i	.	i	i	i	i
CC1(C)CC(NS(=O)(=O)c2ccc(C(C)(C)C)cc2)CC(C)(C)N1	i	i	0	i	0	i	-4	i	i	i	i
O=C(CSc1nnnn1C1CCCCC1)Nc1cccc(NC(=O)c2ccco2)c1	i	i	-11	i	-3	i	6	i	i	i	i
CC(C)Nc1nnc(SCC(=O)c2c[nH]c3ccccc23)s1	i	i	-8	i	-4	i	-2	i	i	i	i
COc1cc(OC)c(OC)cc1CN(C)CCc1ccccn1	i	i	-3	64*	4	i	-3	i	i	i	i
CCN(C(=O)c1ccco1)C1C2CC3CC(C2)CC1C3 (configuration not stated)	i	i	-6	i	-3	i	.	i	i	i	i
CC(=O)c1ccc(Sc2ccccc2)cc1	i	i	-11	i	3	i	3	i	i	i	i
O=C(NCc1ccccc1F)c1ccc2c(c1)OCO2	i	i	-10	i	-8	i	-2	i	i	i	i
COc1cccc(NC(=O)CN(C)C(=O)c2ccc(-c3cccc(C(F)(F)F)c3)o2)c1	i	i	-9	i	-11	i	-5	i	i	i	i
O=C(COc1ccc(Br)cc1)N(Cc1cccs1)C1CCS(=O)(=O)C1 (configuration not stated)	i	i	-6	i	-7	i	-6	i	i	i	i
O=C1CC(N2CCN(Cc3ccccc3)CC2)C(=O)N1CCc1ccccc1 (configuration not stated)	i	i	-6	i	2	i	-4	i	i	i	i
C[N+]1([O-])[C@@H]2Cc3cc4c(cc3[C@@H]1Cc1cc3c(cc12)OCO3)OCO4 (some centres not stated)	i	i	-10	i	-8	i	11	i	i	i	i
COc1cccc(NC(=O)Cn2c(CCC(=O)O)ccc2-c2ccc(Cl)cc2)c1	i	i	-4	i	8	i	0	i	i	i	i
COc1ccc(/C=N/NC(=O)c2cc(=O)[nH]c3ccccc23)cc1OC	i	i	-2	i	4	i	-3	i	i	i	i
CCCC(=O)c1ccc2c(c1)OCCO2	i	i	-1	i	0	i	-4	i	i	i	i
Cc1cc(NC(=O)Cn2nc(C(=O)O)c3ccccc3c2=O)c([N+](=O)[O-])cc1C	i	i	-3	i	-2	i	-2	i	i	i	i
CC(C)c1nc(SCC(=O)NC(=O)NC(C)(C)C)n[nH]1	i	i	-6	i	-3	i	10	i	i	i	i
COc1ccc(C(OCC(O)CNCCc2ccccc2)c2ccc(OC)cc2)cc1 (configuration not stated)	i	i	-15	i	-15	i	1	i	i	i	i
COc1ccc(CCNc2ncnc3c2[nH]c2cc(OC)c(OC)cc23)cc1OC	i	i	-11	i	24	i	11	i	i	i	i
COc1ccccc1-c1csc(-n2ncc(C#N)c2N)n1	i	i	-2	i	-23	i	-5	i	i	i	i
CSCCNC(=O)c1ccc(OC2CCN(S(=O)(=O)N(C)C)CC2)cc1	i	i	-12	i	15	i	-2	i	i	i	i
CC1CCCN(C(=O)Cn2nnc(-c3ccc(S(C)(=O)=O)cc3)n2)C1 (configuration not stated)	i	i	-4	i	-2	i	-4	i	i	i	i
O=C(NC1CC2CCCC(C1)N2Cc1ccccc1)c1cccc(F)c1 (configuration not stated)	i	i	-7	i	1	i	.	i	i	i	i
COC(=O)CNC(=O)COC(=O)/C=C/c1ccc2ccccc2n1	i	i	-7	i	2	i	-3	i	i	i	i
CC[C@H](C)[C@H](NC(N)=O)C(=O)NCCc1ccc(OC)c(OC)c1	i	i	-3	i	5	i	-1	i	i	i	i
CN(Cc1ccccc1)c1ccc(N2C(=O)CCC2=O)cc1[N+](=O)[O-]	i	i	-11	i	2	i	-4	i	i	i	i
Cc1csc2ncc(C(=O)N3CCCc4ccccc43)c(=O)n12	i	i	-3	i	3	i	-1	i	i	i	i

# Some of the compounds tested, so the mix of outcomes need not match the whole.
